WT yeast gro inh = growth inhibition of WT strain, primary screen, mitochondrial fusion inhibitor project, WT and mutant strains, chemical genetic | mitochondrial fusion phenotypic screen | inhibition, % at 10 µM | actives 2.1% (n = 190,000) | AID 1362, 2008; in the data active = inhibition above about 58%; tested in S. cerevisiae
PhoP inhibition = inhibitors of PhoP regulon expression, primary screen, Salmonella Typhimurium, GFP reporter (AID 1863); S. Typhimurium PhoP-regulated promoter GFP reporter, 4 h; higher % means a stronger effect; inhibition, % at 50 µM; hits with a dose series show IC50 in µM; actives 0.16% (n = 300,000);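 active = inhibition over 29.93%, a cutoff 3 SD above the screen mean, later confirmed by dose response; inconclusive = inhibition over 29.93% but no dose response follow-up; inactive = inhibition at most 29.93% or unconfirmed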;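 note: 0% = low Mg2+ inducing control and 100% = high Mg2+ repressing control; strong numbers were not always called active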
bCat nuc transl = modulators of beta-catenin nuclear translocation, primary screen, imaging, HeLa cells, immunofluorescence, high-content. nuclear translocation activity, % at 5 µM. AID 1665, 2009. actives 0.3% (n = 190,000);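 active = nuclear translocation activity above 50% at 5 µM, with a well cell count of 50 or more; inconclusive = wells under 50 cells across six images, flagged as toxic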;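 note: per-cell ratio of nuclear to cytoplasmic median beta-catenin stain intensity; plate controls were DMSO negative control for no effect and GSK-3 inhibitor IX positive control for full effect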
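Signal – beta-catenin immunofluorescence imaging with DAPI · Test system – human HeLa cell line · Dosing – 5 µM primary single dose, 0.1% DMSO, 0.02–20 µM confirmation series · Measure – % activation, nuclear-to-cytoplasmic median beta-catenin signal ratio per cell · Incubation – 24 h compound exposure at 37°C, 5% CO2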
T cell modulator = modulators of CD8 T cell-vesicle binding, primary screen, mouse 2C CD8+ T cells, flow cytometry | 2C CD8+ T cell-vesicle binding; active compounds read low | calls only at 7 µM | actives 0.068% (n = 330,000) | AID 2052, 2009;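 active = response, share of CD8 T cells binding vesicles, and their 90th percentile fluorescence all below set limits, cut at about 80% in these data, passing the limit was not always enough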
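Test system: purified 2C TCR transgenic mouse naive CD8+ T cells. Probe or stimulus: QL9-peptide-loaded Drosophila micro-vesicles bearing Ld, ICAM-1 and B7-1. Incubation: binding step 1.5 h, 37 °C, antibody labelling 20 min, ice. Measured by: flow cytometry of vesicle-bound cells.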
Myeloid diff MLP = induction of myeloid progenitor differentiation, primary screen, cell-based, flow cytometry, MLPCN library; ER-HoxA9 myeloid progenitors, lysozyme-GFP differentiation; calls only at 10 µM; actives 1% (n = 360,000); AID 624256, 2012;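 active = normalized GFP-positive differentiation at or above the plate's own cutoff, the solvent-only control mean plus 3 SD; inconclusive = no clear call, values can overlap the other calls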;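 note: cells exposed to compound for four days before flow analysis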
SV40 large T antigen = SV40 large T antigen inhibitors, biochemical (AID 1903). SV40 large T antigen ATPase/helicase inhibition assay; higher % means a stronger effect. inhibition, % at 20 µM; hits with a dose series show IC50 in µM. actives 0.39% (n = 310,000); in the data active = a potency from the dose series; inconclusive = inhibition mostly from about 32% at the one dose, without a potency; inactive = the rest, 99 in 100 with inhibition below about 32%; note: strong numbers were not always called active
West Nile antiviral = West Nile virus antiviral activity, cell-based, CPE readout (AID 1621) | actives 0.02% (n = 290,000) | one-dose CPE inhibition, % at 10 µM; IC50 in µM for titrated hits | West Nile virus-infected cells, CPE inhibition; higher % means a stronger effect; in the data active = a potency from the dose series; inconclusive = CPE inhibition mostly from about 3.7% at the one dose, without a potency; inactive = the rest, 99 in 100 with CPE inhibition below about 2.2%; note: strong numbers were not always called active
Rac1 GTP hydrolysis = MgcRacGAP GTPase-activating activity inhibitors, confirmation, biochemical, ADP Hunter fluorescence. Rac GTPase-activating protein 1 (Homo sapiens). MgcRacGAP-stimulated Rac1 GTP hydrolysis, ADP Hunter fluorescence; higher % means a stronger effect; GST-tagged Rac1 F28L mutant substrate. inhibition, % at 30 µM; hits with a dose series show IC50 in µM. actives 0.6% (n = 340,000);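 active = first-screen hits whose inhibition reached a set limit at any dose in the follow-up dose series; inconclusive = inhibition above the set first-screen limit but never retested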;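 note: fluorescence reports GDP produced by GAP-driven GTP hydrolysis; strong numbers were not always called active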
RSV antiviral HEp-2 = RSV antiviral activity via CPE protection, HEp-2 cells, primary 10 µM value included (AID 2391); HEp-2 cells, RSV-induced CPE inhibition; higher % means a stronger effect; CPE inhibition, % at 10 µM; hits with a dose series show IC50 in µM; actives 0.13% (n = 310,000); in the data active = a potency from the dose series; inconclusive = CPE inhibition mostly from about 23% at the one dose, without a potency; inactive = the rest, 99 in 100 with CPE inhibition below about 21%; note: strong numbers were not always called active
WT yeast gro inh mutant strain = also measured in WT yeast gro inh; calls as there; inhibition, %; mitochondrial fusion phenotypic screen, mutant strain inhibition
bCat nuc transl cell count 5 µM = second read-out of bCat nuc transl, no call of its own (marks repeat the call); cell count; measured here: cell count, cytotoxicity flag
T cell modulator vesicle-bound % = recorded beside T cell modulator, whose call it bears; double positive events, %; measured here: CD8+ vesicle-bound cell fraction;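 binding gate set so that unloaded-vesicle control wells show 10% double positive cells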
Myeloid diff MLP GFP+ MAC1+ % = further read-out of Myeloid diff MLP, marked with its call; GFP+ MAC1+ double positive, %; measured here: differentiation confirmed by MAC1 staining
The depositor's hits bear a star; i = inactive; u = inconclusive; x = not tested or not shown; & = joins results of further samples.

SMILES	WT yeast gro inh	WT yeast gro inh mutant strain	PhoP inhibition	bCat nuc transl	bCat nuc transl cell count 5 µM	T cell modulator	T cell modulator vesicle-bound %	Myeloid diff MLP	Myeloid diff MLP GFP+ MAC1+ %	SV40 large T antigen	West Nile antiviral	Rac1 GTP hydrolysis	RSV antiviral HEp-2
COc1cc2c(cc1OC)CN(C(=O)c1cc(C3CC3)nn1-c1ccccc1)CC2	x	x	x	x	x	i	38	i	1.0	x	x	5%	1.6%
C/C(=N\Nc1cccc([N+](=O)[O-])c1)c1cc2ccccc2o1	-3	3	3%	-0.4	1188	i	17	i	0.1	8%	-0.8%	-2%	3.8%
COc1ccc(NC(=O)CN2CCN(Cc3ccccc3)CC2)cc1	x	x	-5%	x	x	i	57	i	0.3	15%	-0.5%	10%	0.0%
CCCc1nc([N+](=O)[O-])c(S(=O)(=O)c2ccccc2)n1CC(C)C	1	-6	9%	2.0	501	i	33	u	x	-3%	15%	8%	3.4%
O=c1c2[nH]c3ccc(Cl)cc3c2ncn1Cc1ccccn1	8	12	0%	x	x	x	x	i	0.7	1%	0.1%	3%	x
COc1ccccc1C(=O)NC(=S)Nc1ccc(Cc2ccncc2)cc1	x	x	11%	x	x	i	12	i	0.8	2%	-1.4%	0%	5.6%
O=C(O)c1cc(-c2ccccn2)n[nH]1	-14	42	1%	-7.7	1031	i	24	i	0.5	11%	-0.3%	2%	1.1%
CCOC(=O)CSc1nc2ccccc2c(=O)n1CC(C)C	-2	5	0%	-1.2	1203	i	50	i	0.4	-5%	-0.1%	7%	0.4%
COc1ccc(C(=O)NCc2ccc3c(c2)OCO3)c(OC)c1	x	x	-11%	x	x	i	18	i	1.0	3%	-0.2%	1%	2.3%
CC(=C/c1ccc(C(C)C)cc1)/C=N/NC(=O)CSc1ccccn1	50	10	-9%	-1.1	1144	i	55	i	0.5	6%	-1.1%	13%	u
COCC(=O)Nc1cc(C(=O)OC)cc(C(=O)OC)c1	4	1	-13%	x	x	i	7	i	0.4	-2%	0.3%	9%	0.6%
COc1cc(NC(=O)c2cnn3c(C(F)F)cc(C4CC4)nc23)c(OC)cc1Cl	-9	-17	3%	-7.5	1060	i	33	i	0.5	7%	1.2%	7%	-0.5%
O=C(c1ccccc1)C1CCN(C(=O)c2cccs2)CC1	x	x	-3%	0.4	1100	i	20	i	0.6	3%	-0.6%	7%	x
CCN(CC1CCCO1)C(=O)CCc1nnc(Cc2ccc3c(c2)OCO3)o1 (centres undefined)	-1	21	8%	-0.4	1068	i	8	i	0.4	17%	-0.2%	3%	-0.2%
Cc1nc(SCC(=O)NCc2ccco2)nc(C)c1C	-14	-2	-6%	x	x	i	50	i	2.2	4%	-0.7%	6%	1.1%
CCc1nc(SCC(=O)Nc2cc(OC)ccc2OC)c2c(C)c(C)sc2n1	x	x	0%	x	x	i	53	i	2.1	5%	-1.1%	13%	1.5%
N#Cc1cc2c(nc1SCC(=O)Nc1sc3c(c1C#N)CCC3)CCC2	1	1	-1%	0.6	1366	i	46	i	0.6	7%	0.1%	10%	3.0%
CCOC(=O)N1CCN(c2c(NCC3CCN(Cc4cccc(C)c4)CC3)c(=O)c2=O)CC1	-24	8	-5%	1.1	1070	i	45	i	1.4	1%	-0.1%	5%	1.7%
COC(=O)c1ccc(NC(=O)CCN2CCN(c3ccccc3)CC2)cc1	11	15	-4%	-4.8	913	i	42	i	0.4	8%	-0.1%	15%	2.6%
Nc1ncc(-n2cncn2)c(-c2ccc(Cl)cc2)n1	2	3	6%	1.1	1479	i	38	i	0.3	3%	0.0%	-2%	1.0%

Limited to RSV antiviral HEp-2, T cell modulator and Myeloid diff MLP GFP+ MAC1+ %, for some of the entries so far:
structure,RSV antiviral HEp-2,T cell modulator,Myeloid diff MLP GFP+ MAC1+ %
O=C(c1ccccc1)C1CCN(C(=O)c2cccs2)CC1,x,i,0.6
CCN(CC1CCCO1)C(=O)CCc1nnc(Cc2ccc3c(c2)OCO3)o1 (centres undefined),-0.2%,i,0.4
Cc1nc(SCC(=O)NCc2ccco2)nc(C)c1C,1.1%,i,2.2

Next records.
SMILES	WT yeast gro inh	WT yeast gro inh mutant strain	PhoP inhibition	bCat nuc transl	bCat nuc transl cell count 5 µM	T cell modulator	T cell modulator vesicle-bound %	Myeloid diff MLP	Myeloid diff MLP GFP+ MAC1+ %	SV40 large T antigen	West Nile antiviral	Rac1 GTP hydrolysis	RSV antiviral HEp-2
COCCNC(=O)C(c1ccc(O)cc1)N(C(=O)CCC(=O)Nc1nccs1)c1ccc(C)cc1 (centres undefined)	-26	13	1%	-1.7	1131	i	59	i	0.1	6%	0.6%	0%	3.7%
NC(=O)c1ccc(CN2CCc3ccccc3C2)cc1	x	x	16%	x	x	i	58	i	0.9	0%	-0.1%	9%	0.0%
CCOC(=O)C(C(=O)OCC)c1cc(Br)c2noc3c2c1C(=O)c1ccccc1-3	21	13	0%	5.5	1403	i	56	u	x	21%	1.5%	22%	-4.8%
CN(C)C(CNS(=O)(=O)c1ccc(Cl)cc1)c1cccnc1 (centres undefined)	-6	2	9%	2.0	1075	i	17	i	1.9	4%	0.1%	0%	1.2%
Cc1cccc(Cn2c(N3CCN(CCO)CC3)nc3c2c(=O)[nH]c(=O)n3C)c1	x	x	5%	x	x	i	40	i	0.2	7%	0.1%	-4%	2.1%
COc1ccc(CC(=O)Nc2nnc(SCC(=O)NCc3ccco3)s2)cc1OC	-12	-12	-6%	-3.0	1046	i	46	i	0.2	18%	u	5%	2.7%
Cc1nc2ccc(NS(=O)(=O)c3ccc(F)c(F)c3)cc2s1	x	x	x	x	x	i	9	i	1.1	x	x	0%	0.8%
CN(C(=O)c1cc2nc(-c3ccco3)cc(C(F)(F)F)n2n1)C1CCCCC1	9	6	4%	0.0	1384	i	28	i	1.5	5%	0.3%	4%	0.6%
CC(=O)Nc1ccccc1NC(=O)C/C(C)=N/NC(=O)C(=O)Nc1cccc(Cl)c1C	6	-19	1%	-3.0	1096	i	32	i	0.9	10%	0.3%	-9%	0.0%
COc1ccc(CNC(=O)Nc2ccc([N+](=O)[O-])cc2)cc1	x	x	2%	x	x	i	17	i	2.1	19%	-0.2%	10%	3.1%
CCOc1ccccc1NC(=O)C(CC)Sc1nc2ccsc2c(=O)n1CCC(=O)O (centres undefined)	x	x	-4%	x	x	i	31	i	1.2	3%	-0.1%	5%	8.7%
CCCCCCCCCCC[C@@H](C[C@@H]1OC(=O)[C@H]1CCCCCC)OC(=O)[C@H](CC(C)C)NC=O	-11	-6	-9%&2%	-1.4	1156	i	38	i	0.9	24%&1%	u	5%	-3.5%
c1csc(-c2nn3cnnc3c3ccccc23)c1	-4	1	-10%	-2.5	1047	i	47	i	1.0	9%	-0.8%	16%	7.6%
CN(C)C=Nc1ncc2c3ccccc3n(Cc3ccccc3)c2c1C#N	-5	-5	-5%	-2.8	981	i	54	i	1.1	3%	0.1%	6%	1.1%
COC(=O)c1c(NC(=O)C(C)C)sc2c1CCN(Cc1ccccc1)C2	x	x	x	x	x	i	25	i	2.4	8%	0.8%	2%	-0.6%
O=C(Cn1c(SCC(=O)N2CCc3ccccc32)nc2ccccc21)NC1CCCC1	0	-15	2%	-2.1	1155	i	31	i	0.6	5%	0.0%	4%	-0.1%
O=[n+]1cc(-c2ccc(Cl)cc2)n([O-])c2c1CCC2	x	x	-10%	-5.4	1063	i	22	i	0.4	10%	0.8%	11%	0.8%
CCc1ccccc1Nc1nn2c(=O)c3ccc(C(=O)NCc4ccccn4)cc3nc2s1	x	x	-5%	x	x	i	46	i	5.2	16%	0.0%	7%	0.7%
Cn1c(CSc2nc3ccccc3s2)nnc1SCC(=O)NCc1ccccn1	-6	11	-6%	-5.4	563	i	44	i	0.1	15%	0.0%	5%	0.8%
CC1CCN(S(=O)(=O)c2ccc(C(=O)Nc3ccccc3-c3nc4ccccc4[nH]3)cc2)CC1	1	16	-7%	-0.6	1128	i	7	i	0.0	12%	-0.5%	9%	4.7%

Continued; the last 2 above are carried over.
SMILES	WT yeast gro inh	WT yeast gro inh mutant strain	PhoP inhibition	bCat nuc transl	bCat nuc transl cell count 5 µM	T cell modulator	T cell modulator vesicle-bound %	Myeloid diff MLP	Myeloid diff MLP GFP+ MAC1+ %	SV40 large T antigen	West Nile antiviral	Rac1 GTP hydrolysis	RSV antiviral HEp-2
Cn1c(CSc2nc3ccccc3s2)nnc1SCC(=O)NCc1ccccn1	-6	11	-6%	-5.4	563	i	44	i	0.1	15%	0.0%	5%	0.8%
CC1CCN(S(=O)(=O)c2ccc(C(=O)Nc3ccccc3-c3nc4ccccc4[nH]3)cc2)CC1	1	16	-7%	-0.6	1128	i	7	i	0.0	12%	-0.5%	9%	4.7%
CCOC(=O)C(=CNc1cscc1S(=O)(=O)C(C)C)C(=O)OCC	x	x	-10%	-4.5	1213	i	18	i	0.5	8%	-0.5%	9%	1.7%
COC(=O)c1ccc(CNC(=O)c2coc3ccccc3c2=O)cc1	-15	-22	-4%	0.1	1035	i	23	i	0.2	1%	-0.8%	1%	1.8%
CN(CC(=O)Nc1ccc(N2CCOCC2)cc1)C(=O)c1cc2c(s1)CCCC2	x	x	x	x	x	i	4	i	0.9	x	x	4%	0.5%
O=c1[nH]nc(-c2ccc(F)cc2)cc1Cc1cccs1	x	x	-5%	0.5	1377	i	11	i	0.3	4%	0.9%	11%	10%
Brc1ccc(Nc2nc(-c3cccnc3)cs2)cc1	38	37	-6%	-0.6	1132	i	52	i	0.2	6%	-0.3%	12%	13%
COc1ccc2c(C(=O)CN3CCSCC3)c[nH]c2c1	x	x	1%	0.3	1311	i	50	i	0.6	9%	0.2%	10%	0.7%
O=C(CCN1CCN(c2ccccc2F)CC1)Nc1ccccc1Cl	x	x	0%	x	x	i	24	i	0.3	2%	-1.0%	1%	1.2%
Cc1c(NC2(C#N)CCCCC2)c(=O)n(-c2ccccc2)n1C	-16	10	7%	-0.2	959	i	54	i	0.4	10%	-0.4%	6%	0.2%

Screening results deposited in PubChem BioAssay by several laboratories.
